# HIV RNase H inh – blocks HIV-1 RNase H cleavage of RNA/DNA duplex; 1.9% of 65,000 active; inhibition, % at 10 µM; P04585; RT-RNase H RNA/DNA duplex cleavage, fluorescence; in the data active = inhibition above about 50%
# RmlCD inh mix – inhibitors of RmlC and RmlD coupled enzymes; RmlC/RmlD coupled enzyme inhibition, 384-well mixture HTS; AID 1532; inhibition, % at 5.5 µM; 0.39% of 110,000 active; in the data active = inhibition above about 30%, passing the limit was not always enough; inconclusive = no clear call, values can overlap the other calls; also: strong numbers were not always called active
# Numbers without * were called inactive; ? = inconclusive; . = not tested or not shown.
structure	HIV RNase H inh	RmlCD inh mix
Cc1ccc(NC(=O)C2CCCN2C(=O)Oc2ccccc2)cc1C (centres undefined)	.	-6
CC1(C)CC(CCNC(=O)c2ccc(-n3cnnn3)cc2)CC(C)(C)N1	-15	7
COC(=O)Cn1c(CN2CCC(Cc3ccccc3)CC2)nc2c1c(=O)n(C)c(=O)n2C	-6	1
CCOC(=O)CSc1nnc(CNC(=O)c2cccs2)n1-c1cccc(C)c1	0	-7
O=C(NCCNS(=O)(=O)c1ccc(Cl)cc1)c1cc(OCC(F)(F)F)ccc1OCC(F)(F)F	.	2
CC(C)Sc1nc(N)nc(-c2cccs2)c1C#N	.	12
N#CCSc1ncccc1-c1nc2ccccc2[nH]1	.	-10
NC(=O)CCCCC(=O)OCCCc1cccs1	-20	11
CC12CCCCC1c1ccccc1C(=NCC(=O)O)N2 (centres undefined)	-26	-2
O=C1c2ccccc2C(=O)N1CSc1nnnn1-c1ccccc1	-11	-6
Cn1cccc1Cc1nnc(SCC(=O)Nc2ccc3c(c2)OCCO3)n1CCc1ccccc1	-41	-11
CC(=O)NCCn1c(SCc2ccccc2F)nc2ccccc2c1=O	-33	-8
COc1ccc(NC(=O)C2CCCN(S(=O)(=O)c3cccc4cccnc34)C2)cc1 (centres undefined)	-51	7
Cc1ccc(-n2nnnc2-c2cnn(-c3ccc(F)cc3)c2C(F)(F)F)cc1	.	-3
Cc1ccc(OC(=S)Nc2ccc(O)cc2)cc1	.	5
Cc1ccc2oc(=O)c3cnn(CC(=O)N(CCN(C)C)Cc4ccco4)c3c2c1	.	5
COc1ccc(NC(=O)CN2c3cccc4cccc(c34)S2(=O)=O)cc1	-11	5
COc1ccc(NC(=O)CCn2nnc(-c3ccc(C)cc3)n2)cc1OC	.	88
Cc1nnc(Sc2nc3c(c(=O)[nH]c(=O)n3C)n2CCc2ccccc2)s1	-10	-2
CCOC(=O)N1CCN(C(=O)CN(c2ccc(C)cc2)S(=O)(=O)c2c(C)noc2C)CC1	1	16
O=S(=O)(NCc1csc(-c2ccccc2)n1)c1ccc(Cl)s1	-11	.
COc1ccc(NC(=O)C(c2ccc(OC)cc2)N(C)C(=O)CNC(C)=O)cc1 (centres undefined)	-9	1
Cc1nc2c(C(=O)NCCc3ccccc3)c[nH]n2c(=O)c1Cl	-11	-5
CC(=O)NS(=O)(=O)c1ccc(NS(=O)(=O)c2ccc(F)cc2)cc1	-15	10
O=C(NCc1ccco1)C1CCC(N2C(=O)c3ccccc3C2=O)CC1 (centres undefined)	-8	4
COc1ccc(N2CCN(c3oc(-c4ccccc4OC)nc3C#N)CC2)cc1	-2	.
O=C(Nc1ccc(F)cc1)N1CCC(c2nc3c(nnn3Cc3cccc(Cl)c3)c(=O)[nH]2)CC1	-2	9
O=C(CSc1nnnn1-c1cccc(F)c1)Nc1nc2ccccc2s1	.	-13
O=C(c1c(F)c(F)c(F)c(F)c1F)N1CCN(c2cccc(C(F)(F)F)c2)CC1	15	50
CCOC(=O)C(=CNc1ncccc1C)C(=O)OCC	.	12
COCCCN1C(=O)c2ccc(C(=O)Nc3ccc(OC)cc3)cc2C1=O	.	-5
O=C(O)CCCCCNS(=O)(=O)c1c(Cl)cccc1Cl	21	-11
Cc1cccc(-n2nnnc2SCn2nnc3ccccc3c2=O)c1	-88	6
COc1ccc2c(=O)c3c(=O)n(Cc4ccco4)c(C(C)C)nc3oc2c1	-2	12
Cc1cccc(N(CC(=O)N=Nc2c(O)[nH]c3ccccc23)S(C)(=O)=O)c1C	.	-1
O=C(NCCc1ccc(Cl)cc1)C1CC(=O)N(C2CCCCC2)C1 (centres undefined)	-4	-6
O=C(CSCc1ccccc1Cl)Nc1ccc2c(c1)OCCO2	.	?
CCCc1ccc(C(=O)CCC(=O)O)cc1	-2	-13
CC(=O)n1c2ccccc2c2nc(NC(C)C)sc21	13	6
O=C(NC1CC1)C1CCN(c2ncnc3c2sc2cccc(F)c23)CC1	.	11

# Given with each value named: part of the list above.
COc1ccc2c(=O)c3c(=O)n(Cc4ccco4)c(C(C)C)nc3oc2c1
  HIV RNase H inh: -2; RmlCD inh mix: 12

Cc1cccc(N(CC(=O)N=Nc2c(O)[nH]c3ccccc23)S(C)(=O)=O)c1C
  HIV RNase H inh: .; RmlCD inh mix: -1

O=C(NCCc1ccc(Cl)cc1)C1CC(=O)N(C2CCCCC2)C1 (centres undefined)
  HIV RNase H inh: -4; RmlCD inh mix: -6

O=C(CSCc1ccccc1Cl)Nc1ccc2c(c1)OCCO2
  HIV RNase H inh: .; RmlCD inh mix: ?

# Carrying on.
structure	HIV RNase H inh	RmlCD inh mix
COc1ccc(N2CCN(c3nc4c(c(=O)[nH]c(=O)n4C)n3Cc3ccccc3Cl)CC2)cc1	-7	.
COC(=O)CC1C(=O)NCCN1C(=O)Nc1ccc(Cl)cc1 (centres undefined)	.	0
O=C(c1ccco1)N1CCN(c2ncnc3sc4c(c23)CCC4)CC1	-32	-13
CCN(CC)c1ccc2c(C)c(-c3ccc(N)cc3)c(=O)oc2c1	-22	.
Cc1nc2sc(C(c3ccco3)N3CCC4(CC3)OCCO4)c(O)n2n1 (centres undefined)	-11	-4
COCCNC(=O)C1CC(c2ccccc2[N+](=O)[O-])=NO1 (centres undefined)	.	-1
COC(=O)c1ccc(/C=N/OCC(=O)NC2CCCC(C)C2C)cc1 (centres undefined)	.	-12
Cc1ccc(-n2nc(-c3ccc(N)cc3)cc2N)cc1	0	-15
COC(=O)C1=C(c2ccccc2)C[C@@H]2CC[C@H]1N2C(=O)N1CCOCC1	.	-19
CC1CCC[C@H](O)CCCCCc2cc(O)cc(O)c2C(=O)O1 (some centres undefined)	.	-1
C(=N\Nc1ccc(-n2ccnc2)nn1)/c1ccccc1	.	-24
CC(=O)c1cccc(NC(=O)NCc2ccccn2)c1	-3	-17
CCOC(=O)/C=C1\SCC(=O)N1CC(=O)Nc1ccccc1OC(F)F	-5	-14
Cc1ccc(Br)cc1S(=O)(=O)N1CCN(c2ccccc2)CC1	-11	3
O=C(NCCc1ccccc1)c1cccnc1N1CCCCCC1	-9	5
Cn1c(C(=O)N2CCCC2)cc2c(=O)n(C)c3ccccc3c21	-1	6
CCCCNC(=O)CSc1nc2ccc(N3CCOCC3)cc2c(=O)n1CCc1ccccc1	31	.
Cc1ccc(NCc2nnc(SCC(=O)Nc3cccc(O)c3)n2CC2CCCO2)c(C)c1 (centres undefined)	4	0
CN(CCCCCNC(=O)/C=N/O)Cc1ccccc1	1	.
O=C(CNC(=O)c1ccccc1)NCC(=O)OCc1ccc(Cl)cc1	.	14
COc1ccc(OC)c(N(CC(=O)N2CCC(C)CC2)S(=O)(=O)c2ccccc2)c1	.	-39
COc1ccc(S(=O)(=O)N2CCN(S(=O)(=O)c3ccc(C(F)(F)F)cc3)CC2)cc1C	35	.
CCCN(CCC)C(=O)c1c(NC(=O)CC)sc2c1CCCCC2	.	4
C(=NC12CN3CN(CN(C3)C1)C2)c1cccs1	.	1
COc1ccc([C@H]2C=C(C(=O)O)O[C@@H](OCc3ccc(CO)cc3)C2)cc1	.	6
Cc1nc(CSc2nc3[nH]ncc3c(=O)n2-c2ccccc2)cs1	0	1
O=C(COc1ccc(/C=N/NS(=O)(=O)c2ccccc2)cc1)Nc1cccc(Cl)c1	.	-8
O=C(Cn1cc2c(n1)CCCCC2)NCc1ccccc1	-19	5
CNC(=O)c1[nH]cnc1C(=O)Nc1ccccc1OC	.	2
CCOC(=O)c1sc(NC(=O)c2ccc(CC)s2)nc1C	11	-29
COc1ccccc1OCCc1nnc(N)s1	.	-12
OCCN(Cc1ccccc1)Cc1cccc(Cl)c1Cl	.	6
CCNc1nc(Oc2ccc(=O)[nH]n2)nc(N2CCOCC2)n1	.	-6
Nc1nc(SCC(=O)NC2CCCC2)[nH]c(=O)c1-c1ccccc1	.	-4
O=C(CSc1nc(-c2ccc(F)cc2)cs1)N1CCc2ccccc21	.	-12
COc1ccc(-c2c3c(=O)n(C)c(=O)n(C)c3cn2Cc2cccnc2)cc1	5	-6
Cc1ccc(N2C(N)=C(C#N)C3(C(=O)N(C)c4ccccc43)C3=C2CC(C)(C)CC3=O)cc1Cl (centres undefined)	.	-9
O=C(O)CC(c1ccccc1)c1ccccc1	0	-9
CCC(=O)Nc1ccc(S(=O)(=O)N2CCCCC2)cc1OC	.	8
Cn1c(=O)oc2cc(S(=O)(=O)NCCC(=O)N3CC=C(c4ccccc4)CC3)ccc21	-14	-4

# Remaining list, next part
# Each structure is followed by: HIV RNase H inh, RmlCD inh mix
> CCS(=O)(=O)N1CCCC(C(=O)NCc2ccc3c(c2)OCO3)C1 (centres undefined)
→ -14, -3
> Cc1ccc(NC(=O)c2ccc(C#CC3(O)CCCCC3)cc2)cc1C
→ ., -25
> COc1cc(C(=O)O)nc2ccccc12
→ -8, .
> CCC(=O)NC(c1ccccc1)c1nc2ccccc2[nH]1 (centres undefined)
→ 7, -10
> CCOC(=O)c1cnc(SCC(C)C)nc1N
→ ., -11
> Cc1oc(-c2ccc(Cl)cc2)nc1CSCC(=O)NCCCN1CCOCC1
→ 5, -12
> CCCCC1=CC2=C(c3ccco3)C(=O)C(C)(OC(=O)c3ccc(OC)cc3)C(=O)C2=CN1C1CCCC1 (centres undefined)
→ ., -9
> Cc1ccc(OCC(=O)Nc2ccc(-c3nc4ncccc4o3)cc2)cc1
→ 37, 3
> COC(=O)c1ccc(-c2nc(-c3ccc(Br)o3)no2)cc1
→ 20, 7
> O=C(Nc1ccc2c(c1)OCCO2)C1CCN(c2cnccn2)CC1
→ 7, 9
> CCOc1cc2nc(-c3ccc(OC)c(OC)c3)nc(N3CCOCC3)c2cc1OC
→ -4, -20
> CC(C)(C)NC(=O)C(c1ccccc1)N(Cc1ccco1)C(=O)c1csnn1 (centres undefined)
→ 0, -17
> O=C(CN1C(=O)c2ccccc2C1=O)NN1C(=O)c2ccccc2C1=O
→ ., -3
> Brc1ccc(-c2nnc(SCCC3OCCCO3)o2)cc1
→ ., 0
> c1ccc(-c2csc3nnc(SCc4ccc5c(c4)OCCO5)n23)cc1
→ -88, -1
> c1ccc(OCc2nn3c(-c4ccccn4)nnc3s2)cc1
→ -5, 8
> COc1ccc(-c2cc(CCCC(=O)NCc3ccccn3)no2)cc1
→ -32, 7
> CCc1ccc(CNc2ccc(N3CCN(C(C)=O)CC3)cc2)cc1
→ -15, -16
> CCC(=O)N1CCc2cc(S(=O)(=O)NCCCN(CC)Cc3ccccc3)ccc21
→ 1, 4
> COc1cc(C)c(S(=O)(=O)Nc2ccc(CC(=O)O)cc2)cc1C
→ -3, -9
> CC(=O)N1CCc2cc(S(=O)(=O)NC(CC(C)C)C(=O)N3CCn4c3nc3ccccc34)ccc21 (centres undefined)
→ -9, -6
> Cc1ccc(OCC(=O)NCc2cccs2)cc1
→ ., 2
> CC1CN(c2oc(-c3ccccc3Cl)nc2C#N)CC(C)O1 (centres undefined)
→ -4, -2
> C=CCN(CCNP(=O)(OCC)OCC)CP(=O)(OCC)OCC
→ ., 6
> CCCCN(CC)C(=O)CN(C)S(=O)(=O)c1cccc2nsnc12
→ -23, -10
> Cc1ccc(CNC(=O)C2CCN(S(=O)(=O)c3cccs3)CC2)o1
→ 4, 8
> CCOC(=O)C1=C(C)N(C)C(=O)NC1c1ccc(C)s1 (centres undefined)
→ -11, .
> O=c1cc(CSc2nnc(COc3ccccc3Cl)o2)nc2sccn12
→ -33, 12
> COc1ccc(CN2CCN(C(=O)c3cc(OC)c(OC)c(OC)c3)CC2)cc1OC
→ 4, 7
> CCC1(C)Cc2c(sc3c2c(=O)n(C)c2nnc(SCCc4ccccc4)n32)CO1 (centres undefined)
→ -5, 3
> COc1ccc(CCNC(=O)CC2Nc3ccccc3NC2=O)cc1 (centres undefined)
→ 4, -13
> N#CCSc1ncnc2c1cnn2CCO
→ ., 8
> CCC(CC)C(=O)Nc1cc(C(=O)OC)cc(C(=O)OC)c1
→ -10, 8
> CCc1ccc(N2C(=O)c3ccc4c5c(ccc(c35)C2=O)CC4)cc1
→ ., 12
> CCn1c(C(=O)N2CCC(Cc3ccccc3)CC2)cc2sccc21
→ -4, -28
> COc1ccccc1C(=O)N(CN1CCCC1=O)c1cccc(Cl)c1
→ 6, -21
> CCn1c(C)[n+](CC(O)COCC2CC=CCC2)c2ccccc21 (centres undefined)
→ ., -15
> CC12CN3CC(C)(CN(C1)C3c1ccco1)C2=O (centres undefined)
→ -8, 6
> COc1cccc(-c2cc(C(F)(F)F)n3ncc(S(=O)(=O)c4ccccc4)c3n2)c1
→ ., ?
> CCOC(=O)C1=C(C)NC2=C(C(=O)CC(C)(C)C2)C1c1ccsc1 (centres undefined)
→ ., 6
> S=c1[nH]nc(-c2cccnc2)n1-c1ccccc1
→ ., -12
> CCCN1C(=O)/C(=C/c2ccc(C)o2)SC1=Nc1ccc(OC)cc1
→ ., 5
> CCOC(=O)C1=C(CN2CCN(c3ccc(F)cc3)CC2)NC(=O)NC1c1cccs1 (centres undefined)
→ -17, -19
> O=C(O)C1CCCCC1C(=O)Nc1ccc2c(c1)OCCO2 (centres undefined)
→ -12, -8
> COc1ccc2oc(C)c(C(N)=O)c2c1
→ -8, -11
> COc1ccccc1-c1cc(C(=O)NCCc2ccccc2)no1
→ ., -4
> CCOC(=O)C1=C(N)N2C(=O)C(C)SC2=C(C(=O)OC)C1c1ccccc1OC (centres undefined)
→ -7, -12
> CCCCCC(=O)N1CC2(CC(c3cccc(NC(=O)CC(c4ccccc4)c4ccccc4)c3)=NO2)C[C@@H]1C(N)=O (some centres undefined)
→ ., 7
> COc1ccc(C(=S)Nc2ccc(N(C)C)cc2)cc1
→ ., -2

# Grouped by structure, the compounds so far containing bromine
# Each structure is followed by: HIV RNase H inh, RmlCD inh mix
> Cc1ccc(Br)cc1S(=O)(=O)N1CCN(c2ccccc2)CC1
→ -11, 3
> COC(=O)c1ccc(-c2nc(-c3ccc(Br)o3)no2)cc1
→ 20, 7
> Brc1ccc(-c2nnc(SCCC3OCCCO3)o2)cc1
→ ., 0

# Source: PubChem BioAssay (several laboratories)

# Some of the compounds tested; rates above refer to the full screens.
